Giardia FBPA inh: inhibitors of Giardia lamblia fructose-1,6-bisphosphate aldolase. purified Giardia FBPA. Potency, µM (highest dose often 59.6 µM), inactives show at the top dose activity, negative = inhibition, actives largely listed as inhibitors. 290,000 tested, 0.71% active. AID 2451; also: potency is read from the fitted curve at half-maximal effect; nearly all actives have a fitted effect of over 55% in size
Target sequence (A8B2U2 whole entry, looked up): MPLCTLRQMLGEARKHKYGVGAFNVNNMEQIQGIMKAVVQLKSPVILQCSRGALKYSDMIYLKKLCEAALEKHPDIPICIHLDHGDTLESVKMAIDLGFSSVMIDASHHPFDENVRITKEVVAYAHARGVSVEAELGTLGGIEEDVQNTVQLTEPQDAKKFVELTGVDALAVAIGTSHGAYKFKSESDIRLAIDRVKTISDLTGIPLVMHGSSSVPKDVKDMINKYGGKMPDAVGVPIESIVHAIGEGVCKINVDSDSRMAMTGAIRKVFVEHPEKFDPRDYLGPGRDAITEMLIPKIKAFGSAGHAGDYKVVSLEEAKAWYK
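Giardia FBPA (40 nM reagent) was preincubated 10 min at RT with compound (up to 57.5 uM final), then substrate plus GAPDH/TPI/NAD/arsenate coupling system with diaphorase/resazurin was added; resorufin fluorescence (525/598 nm) was read after 20 min.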
Sm TGR inh: S. mansoni TGR enzyme inhibition. Q962Y6. purified TGR, DTNB reduction, TNB absorbance 405 nm. Potency, µM (titrated, usually from 114 µM), for inactives: at the highest dose activity change, negative = inhibition, actives largely listed as inhibitors. 360,000 tested, 3% active. AID 485364; also: potency is read from the fitted curve at half-maximal effect; nearly all actives have a fitted effect of over 60% in size
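TGR 20 nM + NADPH 100 uM (dispensed conc.), cpd preinc 15 min RT; start with NADPH (500 uM addition) then DTNB (15 mM addition). Kinetic TNB absorbance, 405 nm filter. Four-parameter Hill fit across titration.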
AMA1-RON2 inh: disrupts binding of P. falciparum AMA1 to RON2. AlphaScreen AMA1-biotinylated RON2 peptide binding. Potency, µM (doses to about 58.2 µM), inactives show at the highest dose activity change, negative = inhibition, most hits filed as inhibitors. 360,000 tested, 0.2% active. AID 720542;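 also: potency is read from the fitted curve at half-maximal effect; 0% = vehicle wells and -100% = peptide control; nearly all actives have a fitted effect of over 45% in size; some results filed as inactive show a strong effect at the top dose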
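AMA1 (3D7) with his tag at 25 nM final met compounds first, then biotinylated RON2 peptide at 25 nM; detection used donor plus acceptor beads, 10 µg/mL apiece, read by AlphaScreen after 30 min at room temperature.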
AmpC inh detg: inhibitors of E. coli AmpC beta-lactamase with detergent; 370,000 tested, 0.041% active; P00811; AID 485294; AmpC hydrolysis of nitrocefin, absorbance 480 nm, 0.01% Triton; Potency, µM (top dose mostly 114 µM), for the others: top-dose activity change, negative = inhibition, most hits filed as inhibitors;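 also: potency is read from the fitted curve at half-maximal effect; 0% = no-compound wells and -100% = no-enzyme wells; nearly all actives have a fitted effect of over 25% in size; some results filed as inactive show a strong effect at the top dose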
Target sequence (P00811 whole entry, looked up): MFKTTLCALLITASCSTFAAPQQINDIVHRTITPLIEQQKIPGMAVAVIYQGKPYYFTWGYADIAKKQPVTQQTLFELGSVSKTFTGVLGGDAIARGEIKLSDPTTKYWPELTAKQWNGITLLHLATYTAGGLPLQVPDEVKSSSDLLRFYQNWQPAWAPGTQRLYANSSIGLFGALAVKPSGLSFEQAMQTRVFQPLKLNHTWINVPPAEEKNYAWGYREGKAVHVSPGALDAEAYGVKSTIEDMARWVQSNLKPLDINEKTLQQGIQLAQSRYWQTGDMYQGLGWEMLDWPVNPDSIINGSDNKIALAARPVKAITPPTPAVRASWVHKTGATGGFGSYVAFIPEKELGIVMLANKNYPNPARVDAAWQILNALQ
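AmpC (5.3 nM in the dispensed reagent) in 20 mM phosphate pH 7.0 with 0.01% (detergent screen) or 0.0001% Triton X-100 was preincubated with compounds for 15 min at room temperature. Nitrocefin was then added from an 800 uM solution, and hydrolysis was followed at 480 nm.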
HCMV inh: blocks human cytomegalovirus replication | HFF cells, HCMV-luciferase reporter, 72 h; stronger effect = lower value | activity change, negative = inhibition, % at 57.5 µM | 410,000 tested, 4.5% active | AID 1259415; in the data active = activity change below about -60%; inconclusive = no clear call, values can overlap the other calls; inactive = above about -39%
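Steps: HFFs plated, 16 h 37C; compounds added; HCMV-luciferase added to MOI 1 PFU/cell; 72 h 37C; OneGlo reagent, 5 min room temperature; luminescence read, normalized to controls.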
HCV inhibitor: blocks hepatitis C virus. Huh7.5.1 HCVcc-Cre infection, luciferase reporter, 44 h. Potency, µM (highest dose often 41.8 µM), inactives show top-dose activity change, negative = inhibition, actives largely listed as inhibitors. 340,000 tested, 3.4% active. AID 651820; also: potency is read from the fitted curve at half-maximal effect
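Antiviral activity was scored by luciferase reporter output from cells infected with HCVcc-Cre (~0.5 moi) in presence of compound, 44 h infection period, cells seeded 1,000/well 4 h prior.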
Numbers without * were called inactive; ? = inconclusive; / = no result given; [ ] = another dose, or the depositor's remark. Unless noted, calls follow the shape of the dose curve; as a rule, active = well fitted curve in the direction sought with a large enough effect; inconclusive = small, poorly fitted or top-dose-only effect, or another doubt; inactive = no such curve, though single readings can be large; an effect the other way counts as inactive or inconclusive. Unless noted, % is scaled to controls: 0 for no effect and ±100 for the full control effect.

SMILES	Giardia FBPA inh	Sm TGR inh	AMA1-RON2 inh	AmpC inh detg	HCMV inh	HCV inhibitor
Cc1ccc(Oc2ccc(Cl)cc2NC(=O)c2cnccn2)cc1	4%	-1%	-6%	-3%	36	4%
O=C(Nc1ccccc1[N+](=O)[O-])C1COc2ccccc2O1 (stereo not given)	7%	-2%	?	-16%	24	-2%
COc1ccc(Cl)cc1NC(=O)CSc1sc2c(O)cc(=O)[nH]c2c1C#N	-2%	-21%	-5%	4%	13	14%
COc1cc(C(=S)N2CCOCC2)ccc1OC(=O)Cc1ccc(F)cc1	3%	-3%	-6%	4%	?	37%[activator]
Cc1ccc(C(=O)NNC(=O)CSc2nnc(CNc3ccc(F)cc3)n2C)cc1	4%	14%	/	3%	-15	/
Cc1ccc(S(=O)(=O)/N=C2/NC(=O)/C(=C/c3ccncc3)S2)cc1	8%	-17%	/	-1%	8	2%
COc1cccc(C2=CC(=O)C[C@H](c3ccc(Cl)cc3)C2)c1OC	/	21%	-3%	4%	30	?
Cc1occc1-c1nnc(SCC(=O)NCc2ccco2)n1CC(C)C	0%	?	1%	?	-6	-1%
CCc1ccc(CNC(=O)Cc2c(C(=O)O)c(C)cn2C)cc1	/	-1%	/	5%	13	/
O=C(c1ccco1)c1nnn(Cc2ccccc2)c1-c1ccccc1	-8%	32µM*	1%	-5%	-29	1%
C#CCOCCOCCOCCNc1nc(N2CCOCC2)nc(N2CCN(C(=O)[C@H](CO)n3cc([C@@H](N)C(C)C)nn3)CC2)n1	/	/	14%	/	-3	18%
COc1ccccc1CNc1nc2nc3c(c(=O)n2[nH]1)CCC3	-23%	?	19%	?	14	31%[activator]
O=C(CNCCc1ccc(Cl)cc1Cl)NCc1ccco1	0%	6%	-6%	-21%	-7	-2%
N#C/C(N=Nc1ccccc1O)=N\Nc1ccccc1O	/	-28%	-15%	-13%	-99*	11µM*
COc1ccccc1-c1nc(C#N)c(N2CCCCCC2)o1	-2%	2%	?	?	?	?
CC(=O)Nc1ccc(NC(=O)CCCc2c[nH]c3ccccc23)cc1	1%	-2%[57.1 µM]	2%	5%	13	?
CCOC(=O)C1CCCN(Cc2ccc(OCC)cc2)C1 (stereo not given)	-29%	2%	-7%	?	8	11%
O=C(CCCn1cc([N+](=O)[O-])cn1)Nc1cccnc1	2%	-18%	12%	-6%	-35	35%[activator]
CCC(C)N(C(=O)Cn1nnc2ccccc21)C(C(=O)NCc1ccco1)c1cccc(OC)c1 (stereo not given)	1%	0%	4%	-5%	14	-5%
Cc1ccccc1C(=O)Nc1cc(C)c(O)c(-c2nc3ccccc3o2)c1	/	-2%	/	-3%	-14	/
O=C(C[C@H]1C/C=C\CCCCC(=O)OC[C@H]2CCCN2C1=O)N[C@H](CO)Cc1ccccc1	/	/	-4%	/	9	23%
Fc1ccc(NC(=S)Nc2cccc3cnccc23)cc1	2.8µM*	45µM*	4%	-2%	-32	-26%
O=C(NC1CC1)c1ccc2c(c1)N(Cc1ccc(Cl)cc1)CCS2	-5%	-1%	-6%	?	?	22µM*
Cc1cc(/C=C2/C(=O)NC(=O)N(Cc3ccco3)C2=O)c(C)n1-c1ccccc1O	-19%	?	-12%	-8%	-23	4%
CC1(C)CC(=O)N(Cc2ccccc2)C(=O)C1	7%	-1%	14%	-2%	-27	10%
CCOC(=O)CSc1nnc(CNC(=O)c2cccs2)n1-c1cc(OC)ccc1OC	3%	0%	-2%	?	/	24%
CC1=CC(C)(C)NC(=S)N1c1cccc2ccccc12	-5%	0%	6%	?	-100*	26%
O=C(CCC(=O)NNC(=O)c1ccccc1[N+](=O)[O-])NCc1ccccc1	-6%	/	-1%	1%	-12	2%
O=C(CC1C(=O)NCCN1Cc1cccc(Oc2ccccc2)c1)NCCn1cccn1 (stereo not given)	-16%	-30%	23%	8%	?	13%
Cc1cc(C)nc(NS(=O)(=O)c2ccc(NC(=S)NC(=O)c3ccco3)cc2)n1	-24%	14µM*	-4%	3%	-6	10%

In another format: entries from further up.
| mol | Giardia FBPA inh | Sm TGR inh | AMA1-RON2 inh | AmpC inh detg | HCMV inh | HCV inhibitor |
| --- | --- | --- | --- | --- | --- | --- |
| CCOC(=O)CSc1nnc(CNC(=O)c2cccs2)n1-c1cc(OC)ccc1OC | 3% | 0% | -2% | ? | / | 24% |
| CC1=CC(C)(C)NC(=S)N1c1cccc2ccccc12 | -5% | 0% | 6% | ? | -100* | 26% |
| O=C(CCC(=O)NNC(=O)c1ccccc1[N+](=O)[O-])NCc1ccccc1 | -6% | / | -1% | 1% | -12 | 2% |
| O=C(CC1C(=O)NCCN1Cc1cccc(Oc2ccccc2)c1)NCCn1cccn1 (stereo not given) | -16% | -30% | 23% | 8% | ? | 13% |

Reformatted: results already given
Cc1ccccc1C(=O)Nc1cc(C)c(O)c(-c2nc3ccccc3o2)c1
- Giardia FBPA inh: /
- Sm TGR inh: -2%
- AMA1-RON2 inh: /
- AmpC inh detg: -3%
- HCMV inh: -14
- HCV inhibitor: /

O=C(C[C@H]1C/C=C\CCCCC(=O)OC[C@H]2CCCN2C1=O)N[C@H](CO)Cc1ccccc1
- Giardia FBPA inh: /
- Sm TGR inh: /
- AMA1-RON2 inh: -4%
- AmpC inh detg: /
- HCMV inh: 9
- HCV inhibitor: 23%

Next section.
SMILES	Giardia FBPA inh	Sm TGR inh	AMA1-RON2 inh	AmpC inh detg	HCMV inh	HCV inhibitor
CCC(C)NC(=O)CNC(=O)Cn1c(C)cc2ccccc2c1=O (stereo not given)	-1%	2%	-14%	-2%	-25	10%
O=C1N=C(N2CCOCC2)S/C1=C/c1ccc(-c2ccccc2Cl)o1	-7%	-1%	-15%	-2%	1	?
O=C(CCCN1C(=O)c2ccccc2C1=O)Nc1nccs1	-1%	-8%	0%	-3%	12	3%
O=C(Nc1ccc(OCc2ccccc2)cc1)c1cccc([N+](=O)[O-])c1	1%	6%	0%[2.32 µM]	1%	70	-3%
O=C(NC1CC1)C(Cc1ccccc1)NS(=O)(=O)c1ccccc1F (stereo not given)	10%	-6%	-7%	6%	19	15%
Cc1ccc(C(=O)CC(C(=O)O)n2ccc(C)n2)cc1 (stereo not given)	5%	-30%	-12%	-11%	17	3%
Cn1c(N)c(C(=O)COC(=O)c2ccccn2)c(=O)n(C)c1=O	-14%	5%	29%	2%	-15	10%
O=C(NCc1ccccc1)c1onc(CSc2ccc(F)cc2)c1C(=O)NCCCN1CCOCC1	3%	11%	-19%	1%	0	?
CCOC(=O)c1ccc(NC(=O)CSc2nc3c([nH]c4ccccc43)c(=O)n2C)cc1	/	3%	/	2%	-82*	/
NC(=O)C[n+]1cccc(/C=N/O)c1	-5%	18%	1%	-6%	-14	12%
Cn1c(CN2CCOCC2)nnc1SCC(=O)Nc1cccc(C(F)(F)F)c1	15%	6%	1%	11%	5	28%
COCC(C)n1c(SCc2ccc(C(=O)OC)cc2)nc2ccccc2c1=O (stereo not given)	-4%	4%	-16%	?	2	2%
Cc1ccc(C(=O)N2CCN(c3ccc(F)cc3)CC2)cc1NC(=O)c1nsc2ccccc12	/	1%	/	22%	29	/
CCN(Cc1cc2cc(OC)ccc2[nH]c1=O)C(=O)Cc1ccc(OC)cc1	-28%	4%	7%	1%	12	?
COc1cc(/C=N/Nc2snc(SC)c2C#N)ccc1O	6%	-4%	6%	0%	122	?
COc1cccc(NCc2ccc([N+](=O)[O-])s2)c1	-21%	-15%	-12%	-2%	30	0%
CC1=CCn2c(=O)c3ccccc3c(=O)n2C1	-2%	3%	61%[activator]	?	-26	2%
O=C(NNC(=S)NCc1ccco1)c1cccs1	-5%	9%	48%[activator]	-1%	-18	6%
COc1ccccc1S(=O)(=O)N1CCC(C(=O)O)(c2ccccc2)CC1	-2%	1%	-4%	?	-8	21%
O=C(O)c1ccccc1C(=O)Nc1ccc(Oc2cccc3ccccc23)cc1	13%	/	?	0%	-64*	-1%
Cc1ccc(C(C(=O)NCc2ccco2)N(CCc2ccccc2)C(=O)Cn2nnc3ccccc32)o1 (stereo not given)	1%	-23%	5%	-17%	41	-2%
O=C(CCN1C(=O)c2ccccc2C1=O)Nc1ccc2c(c1)OCCO2	-9%	-6%	37%[activator]	-2%	-12	13%
CCOc1ccccc1NC(=O)Nc1cccc(NC(C)=O)c1	-7%	-3%	9%	-1%	-25	?
c1ccc2c(c1)N1CCCN=C1N2CCN1CCCCC1	-10%	/	-8%	3%	?	?
Cc1ccc(N(CC(=O)Nc2ccc(F)cc2F)S(=O)(=O)c2cccs2)cc1	/	-2%	/	-1%	-15	/
COc1ccc(Cl)cc1N(CC(=O)NCCSc1ccccn1)S(=O)(=O)c1ccccc1	-1%	-6%	-3%	?	0	2%
CC1Cc2ccccc2N1C(=O)c1cc2cccnc2n(C)c1=O (stereo not given)	/	3%	15%	0%	-5	12%
Cc1c(C(=O)OCCOc2ccccc2)[nH]c2c1C(=O)CC(c1ccccc1Cl)C2 (stereo not given)	/	1%	/	19%	-86*	/
CCc1ccc(-c2nnn(CCC(=O)OC)n2)cc1	-5%	17%	2%	1%	?	10%
COc1ccc(S(=O)(=O)N2CCCN(CC(=O)Nc3ccc(OC)c(Cl)c3)CC2)cc1	-25%	32µM*	-17%	-1%	16	-7%
COc1ccc(NC(=O)c2ccc(COc3ccc(C)cc3)o2)cc1	1%	10%	0%	6%	5	?
Cc1ccccc1NC(=S)NCC1CCC(CNC(=S)Nc2ccccc2C)CC1 (stereo not given)	12%	-5%	-2%	-5%	6	-22%
CCCOc1ccc(N2C(=O)CC(NCCc3ccc(S(N)(=O)=O)cc3)C2=O)cc1 (stereo not given)	0%	45µM*	37%[activator]	?	-3	20%
Cc1cc(C)cc(NC(=S)Nc2cccc3cnccc23)c1	?	?	15%	-2%	-24	-30%
COc1ccc(C(=O)NCC(=O)NCC2(N(C)C)CCCCC2)cc1OC	0%	3%	2%	-12%	-14	5%
O=C(Nc1cccc(C(F)(F)F)c1)c1ccc(-n2cncn2)nc1	5%	12%	20%	?	?	-29%
COc1ccc(-c2cc3nc(C)c(CCC(=O)N4CCN(c5ccccc5F)CC4)c(C)n3n2)c(OC)c1	/	-1%	/	-7%	-4	/

Arranged by number of heavy atoms (lowest first): 3 of the compounds above.
SMILES	Giardia FBPA inh	Sm TGR inh	AMA1-RON2 inh	AmpC inh detg	HCMV inh	HCV inhibitor
COc1ccc(NC(=O)c2ccc(COc3ccc(C)cc3)o2)cc1	1%	10%	0%	6%	5	?
Cc1ccccc1NC(=S)NCC1CCC(CNC(=S)Nc2ccccc2C)CC1 (stereo not given)	12%	-5%	-2%	-5%	6	-22%
COc1ccc(-c2cc3nc(C)c(CCC(=O)N4CCN(c5ccccc5F)CC4)c(C)n3n2)c(OC)c1	/	-1%	/	-7%	-4	/

Screening results: PubChem BioAssay, National Center for Advancing Translational Sciences (NCATS)
